Bioassay records from PubChem BioAssay.
Tau fibril ThT – inhibitors of human tau fibril formation, thioflavin T binding; P10636; 270,000 compounds, 2.1% hits; Potency, µM (titrated, usually from 57.4 µM), for inactives: top-dose activity, negative = inhibition, most hits filed as inhibitors; recombinant tau K18 P301L, heparin-induced fibrillization, ThT fluorescence; AID 1460; also: nearly all actives have a fitted effect of over 55% in size
Target sequence (P10636 561-689 P618L limits assumed): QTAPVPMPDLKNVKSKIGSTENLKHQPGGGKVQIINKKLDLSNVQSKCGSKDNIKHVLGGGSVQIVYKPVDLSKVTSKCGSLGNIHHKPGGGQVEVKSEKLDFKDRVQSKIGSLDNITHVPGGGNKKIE
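K18 P301L tau (15 uM + 0.24 uM Alexa 594-tagged), heparin 20 uM, NaOAc pH 7, 6 h 37 C; ThT 30 uM, 1 h RT, ex 450/em 510 nm.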
TR SRC2 fluor cs – Texas Red fluorescence interference in TRb-SRC2 counter-screen. TRb/SRC2 Texas Red total fluorescence interference. Potency, µM (doses to about 106 µM), without a hit: top-dose fluorescence change, negative = quenching. 280,000 compounds, 0.29% hits; active = well fitted curve in either direction with a large enough effect; inconclusive = small, poorly fitted or top-dose-only effect
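Flags fluorescent or light-absorbing compounds by total fluorescence, S + 2P, at 555 nm excitation and 632 nm emission. Mixture: 20 nM Texas Red SRC2 peptide, 0.6 uM human TRb LBD, 1 uM T3, 5% DMSO; compound exposure 5 h at ambient temperature.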
Tau fibril FP – tau fibrillization inhibition (FP); K18 P301L tau heparin fibrillization, Alexa594 FP, 6 h; Potency, µM (highest dose often 57.7 µM), for inactives: at the top dose activity, negative = inhibition, most hits filed as inhibitors; P10636; 280,000 compounds, 0.39% hits; also: nearly all actives have a fitted effect of over 55% in size
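FP of Alexa 594-tau after heparin (20 uM) induction. Substrate: human K18 P301L, 15 uM unlabeled, 0.24 uM labeled. Buffer 100 mM sodium acetate pH 7. 6 hr, 37 C.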
aGal spleen mod – inhibits or activates alpha-galactosidase in human spleen homogenate; Potency, µM (titrated, usually from 80 µM), inactives show at the top dose activity change, negative = inhibition, hits mostly inhibitors; human spleen homogenate, 4MU-alpha-Gal fluorescence, 40 min; P06280; 240,000 compounds, 0.008% hits; AID 2107;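 also: 0% = enzyme with vehicle and -100% = no enzyme basal signal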
Target sequence (P06280 32-429 limits assumed): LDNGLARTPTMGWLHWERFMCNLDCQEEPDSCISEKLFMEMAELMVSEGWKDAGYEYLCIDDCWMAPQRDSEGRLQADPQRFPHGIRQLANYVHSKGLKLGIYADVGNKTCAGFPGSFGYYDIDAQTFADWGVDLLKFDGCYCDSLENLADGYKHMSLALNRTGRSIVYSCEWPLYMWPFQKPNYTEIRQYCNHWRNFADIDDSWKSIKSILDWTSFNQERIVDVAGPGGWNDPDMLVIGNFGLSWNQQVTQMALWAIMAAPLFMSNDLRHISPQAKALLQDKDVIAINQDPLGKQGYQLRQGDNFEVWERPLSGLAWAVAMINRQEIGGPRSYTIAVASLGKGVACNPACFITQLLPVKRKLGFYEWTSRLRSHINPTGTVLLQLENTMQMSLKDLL
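Human spleen homogenate (1 ug) as enzyme source, 4-methylumbelliferyl-alpha-D-galactopyranoside 1 mM final, citrate/phosphate pH 5.0 with 0.01% Tween-20. Compounds 40 min at 37C, NaOH/glycine stop; fluorescence Ex 365/Em 440, Hill-fit AC50.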
TRb-SRC2 inh – disrupts binding of human TR beta to SRC2; P10828; TRbeta-SRC2 peptide binding, fluorescence polarization; receptor liganded with 1 µM T3; Potency, µM (titrated, usually from 106 µM), inactives show top-dose activity change, negative = inhibition, usual class: inhibitors; 280,000 compounds, 0.065% hits; AID 1469;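 also: plate controls were bound peptide for no effect and peptide without receptor for full effect; nearly all actives have a fitted effect of over 50% in size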
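Fluorescence polarization of 20 nM Texas Red SRC2 peptide with 0.6 uM human TRb ligand-binding domain, in Tris buffer with 1uM T3 and 5% DMSO. Incubated 5 hr ambient; normalized to unbound and bound controls.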
L3MBTL1 inh – L3MBTL1 (human) inhibition | AlphaScreen L3MBTL1–H3K9me1 peptide binding | Potency, µM (highest dose often 57.1 µM), for inactives: top-dose activity, negative = inhibition, most hits filed as inhibitors | 230,000 compounds, 0.66% hits; also: nearly all actives have a fitted effect of over 60% in size
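First, the protein-peptide complex forms for 30 min at room temperature (L3MBTL1 50 nM, biotinylated H3K9me1 peptide 75 nM). Next, compounds are pin-transferred and incubated 30 min. Finally, AlphaScreen beads are added and read after 30 min.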
ALDH1A1 block – inhibitors of human aldehyde dehydrogenase 1A1; P00352; Purified ALDH1A1, NADH fluorescence, propionaldehyde substrate; Potency, µM (titrated, usually from 75.3 µM), for inactives: top-dose activity, negative = inhibition, actives largely listed as inhibitors; 220,000 compounds, 7.3% hits; active = well fitted inhibition curve with a large enough effect, not every such curve was filed as active; inconclusive = small, poorly fitted or top-dose-only effect, or another doubt; inactive = no such curve, though single readings can be large or run the other way;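 also: plate controls were no enzyme wells and a reference inhibitor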
Target sequence (P00352 whole entry, looked up): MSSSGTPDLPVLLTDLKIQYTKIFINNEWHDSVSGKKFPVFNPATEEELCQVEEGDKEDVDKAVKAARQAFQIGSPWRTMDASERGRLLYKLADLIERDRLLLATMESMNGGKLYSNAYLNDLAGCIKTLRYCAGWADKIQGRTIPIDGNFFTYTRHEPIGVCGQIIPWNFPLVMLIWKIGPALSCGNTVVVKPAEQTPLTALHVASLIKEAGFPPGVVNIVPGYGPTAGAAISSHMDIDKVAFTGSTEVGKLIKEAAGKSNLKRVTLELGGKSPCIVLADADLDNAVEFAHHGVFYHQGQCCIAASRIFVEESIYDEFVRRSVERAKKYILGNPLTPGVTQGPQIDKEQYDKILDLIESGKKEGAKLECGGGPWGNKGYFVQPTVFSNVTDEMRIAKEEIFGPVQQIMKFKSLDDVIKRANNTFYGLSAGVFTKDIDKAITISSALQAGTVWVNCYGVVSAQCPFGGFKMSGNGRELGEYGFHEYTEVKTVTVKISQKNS
Tau fluor counter – counter-screen for tau fibril formation inhibitors | Potency, µM (highest dose often 57.7 µM), for the others: top-dose activity change, negative = decrease | 280,000 compounds, 0.93% hits | AID 1463 | tau K18 P301L (four-repeat tau fragment) Alexa594 fluorescence, heparin fibrillization; also: nearly all actives have a fitted effect of over 55% in size
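Human K18 P301L tau (15 uM unlabeled plus 0.24 uM Alexa 594-labeled, final) in 100 mM sodium acetate pH 7 was mixed with compound and 20 uM heparin and incubated 6 hr at 37 C.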
* hit, by the source's call; ? = inconclusive; nt = no result given; [ ] = dose if it differs, or a comment. Unless noted, calls follow the shape of the dose curve; as a rule, active = well fitted curve in the direction sought with a large enough effect; inconclusive = small, poorly fitted or top-dose-only effect, or another doubt; inactive = no such curve, though single readings can be large; an effect the other way counts as inactive or inconclusive. Unless noted, % is scaled to controls: 0 for no effect and ±100 for the full control effect; potency is read from the fitted curve at half-maximal effect. Random draw from the library; about 8.5% have a hit in one of these screens.

smiles	Tau fibril ThT	TR SRC2 fluor cs	Tau fibril FP	aGal spleen mod	TRb-SRC2 inh	L3MBTL1 inh	ALDH1A1 block	Tau fluor counter
Cc1c(Cl)cccc1NC(=O)C1CCCN(c2ncnc3onc(C)c23)C1 (stereo unspecified)	-8%	1%	-5%	nt	6%	nt	nt	-9%
CCOc1cc(C2C(C(=O)c3ccc(C)o3)=C(O)C(=O)N2CCc2ccccc2)ccc1O (stereo unspecified)	-8%	-2%	3%	-3%	0%	-2%	-4%	-1%
O=C(CC(c1ccccc1)c1cc(Cl)ccc1O)N1CCOCC1 (stereo unspecified)	10%	-6%	8%	1%	-5%	-11%[11.4 µM]	8%	7%
CC(=O)c1ccc(N2CCN(C(=O)C3CCN(S(=O)(=O)c4ccc(Br)s4)CC3)CC2)cc1	-17%	-2%	6%	nt	4%	nt	nt	-12%
Cc1ccc(-c2nn(C)c(=O)c3ccccc23)cc1S(=O)(=O)N1CCCC1	8%	1%	5%	-27%	-10%	-5%	-11%	9%
COc1cc2c(cc1OC)C(SC)=NC1(CCCC1)C2	4%	0%	-3%	2%	-4%	-29%	-3%	4%
CC1(C(=O)NCc2ccccc2)Oc2ccccc2NC1=O (stereo unspecified)	-7%	-3%	?	15%	-9%	nt	2%	-6%
COc1ccc(NC(=O)c2ccccn2)cc1OC	0%	0%[53 µM]	-5%	-3%	-7%[53 µM]	6%	10%	4%
Cc1ccccc1C(=NC(=O)c1ccccc1)c1ccccc1	-3%	-3%	-2%	2%	8%	8%	-8%	-10%
O=C(Nc1ccc2c(c1)OCO2)N1CCN(S(=O)(=O)c2ccc(Cl)cc2)CC1	7%	4%	8%	-1%	2%	1%	1%	9%

3 records drawn at random from the list so far, as already listed:
smiles	Tau fibril ThT	TR SRC2 fluor cs	Tau fibril FP	aGal spleen mod	TRb-SRC2 inh	L3MBTL1 inh	ALDH1A1 block	Tau fluor counter
CCOc1cc(C2C(C(=O)c3ccc(C)o3)=C(O)C(=O)N2CCc2ccccc2)ccc1O (stereo unspecified)	-8%	-2%	3%	-3%	0%	-2%	-4%	-1%
O=C(Nc1ccc2c(c1)OCO2)N1CCN(S(=O)(=O)c2ccc(Cl)cc2)CC1	7%	4%	8%	-1%	2%	1%	1%	9%
CC(=O)c1ccc(N2CCN(C(=O)C3CCN(S(=O)(=O)c4ccc(Br)s4)CC3)CC2)cc1	-17%	-2%	6%	nt	4%	nt	nt	-12%

Going on with the list.
smiles	Tau fibril ThT	TR SRC2 fluor cs	Tau fibril FP	aGal spleen mod	TRb-SRC2 inh	L3MBTL1 inh	ALDH1A1 block	Tau fluor counter
Cc1nc2ccccc2c(-c2ccccc2)c1C(=O)c1ccccc1	?	-1%	-5%	-6%	-17%	nt	-6%	-15%
CC(=O)Nc1ccc(-c2csc(NC(C)c3ccccc3)n2)cc1 (stereo unspecified)	?	1%	11%	-5%	-2%	13%	18µM*	?
CCOCC(=O)Nc1ccc(OCc2ccccc2)cc1	-7%	-2%	0%	4%	0%	3%	?	-3%
CC(=O)Nc1cccn(Cc2c(Cl)cccc2Cl)c1=O	-6%	-2%	-5%	-16%	-8%	nt	-6%	-3%
CCCc1cc(C(=O)Nc2c(C)nn(Cc3ccc(C)cc3)c2C)no1	-5%	3%	-2%	nt	-2%	nt	nt	-11%
CCCN1C(=O)c2[nH]nc(-c3cccc(OC)c3)c2C1c1ccccn1 (stereo unspecified)	-7%	-3%	-13%	nt	1%	nt	nt	-4%
O=C(Cn1c(=O)n(-c2ccc(Cl)cc2)c(=O)c2c3c(sc21)CCC3)c1ccccc1	0%	-12%	-6%	nt	3%	nt	nt	-3%
NC(=O)c1ccc[n+](CCC[n+]2cccc(C(N)=O)c2)c1	4%	-2%	1%	2%	-6%	6%	2%	10%
COC(=O)/C=C/C(=O)Nc1cccnc1	-5%	-2%	-4%	-4%	9%	8%	-18%	-7%
CCC(Sc1ncc(S(=O)(=O)c2ccc(C)cc2)c(=O)[nH]1)C(=O)Nc1cc(C)ccc1C (stereo unspecified)	?	-70%[53 µM]	-1%	nt	-14%[53 µM]	nt	nt	-28%
O=C(CSc1nc2ccccc2o1)N1N=C(c2cccs2)CC1c1ccc(F)cc1 (stereo unspecified)	6%	0%	-12%	-2%	0%	-9%	?	-8%
CC(C(=O)NCc1ccccc1Cl)n1ccc2cc(S(=O)(=O)N3CCCCC3)ccc21 (stereo unspecified)	14%	1%	-5%	nt	-1%	nt	nt	-13%
Cc1ccc(/C=N/NC(=O)CN2CCN(Cc3ccccc3)CC2)s1	-10%	-1%	-6%	-2%	7%	-4%	?	-9%
O=c1[nH]c2ccc(NCc3ccc(-c4cccc(Cl)c4)o3)cc2[nH]1	?	?	?	nt	-4%	nt	nt	?
COCCOC(=O)c1c(C)oc2ccc(OC(=O)COc3c(F)c(F)c(F)c(F)c3F)cc12	-12%	1%	11%	-3%	-17%	nt	-2%	4%
CC1=C(C#N)C(c2ccc(O)cc2)C(C#N)=C(C)N1	6%	-5%	-4%	-15%	-1%	-1%	nt	3%
Cc1cc(=O)oc2c(C(=O)/C=C\c3cccs3)c(O)ccc12	?	-1%	12%	0%	-6%	-5%	?	-19%
Cc1ccc(S(=O)(=O)N(CCc2ccccc2)CC(=O)Nc2ccc(Br)cc2)cc1	2%	1%	-19%	nt	-5%	nt	nt	?
COc1ccc(NC(=O)c2c(NC(=O)CCC(=O)O)sc3c2CCCCC3)cc1	?	-4%	8%	2%	-11%	0%	-5%	-10%
COc1ccc(CN(C(=S)Nc2ccccc2)C2CC(=O)N(c3ccccc3)C2=O)cc1 (stereo unspecified)	-9%	4%	?	-6%	-2%	4%	-13%	?
OCc1nc(CO)n(Cc2ccccc2)n1	0%	-2%	-4%	-6%	3%	-8%	7%	2%
CCN(CC)S(=O)(=O)c1ccc(C(=O)NCc2n[nH]c(=S)n2Cc2ccccc2)cc1	-4%	0%	-9%	13%	-18%	3%	2.5µM*	-10%
CC(C)N(C(C)C)S(=O)(=O)c1ccc(NN)nc1	?	-2%	-5%	3%	2%	nt	nt	?
C/C(=N\NC(N)=S)C1(C)CCCCC1	-3%	1%	-3%	7%	3%	2%	?	3%
COc1cccc(NC(=O)CSc2nccn2Cc2ccc3c(c2)OCO3)c1	-3%	-1%	-7%	nt	6%	nt	nt	-15%
COc1ccc(C(=O)Nc2cc(=O)n(C)c(=O)n2C)cc1OC	-4%	-4%	10%	2%	3%	?	2%	3%
Nc1sc2c(c1C(=O)NC1CCS(=O)(=O)C1)CCC2 (stereo unspecified)	?	6%	?	3%	-2%	-5%	?	-22%
COc1cccc(CNC(=O)c2c(C)nn(-c3ccc(F)cc3)c2-n2cccc2)c1	-13%	-1%	0%	nt	0%	nt	nt	-5%
N#CC1CCN(c2ncccc2[N+](=O)[O-])CC1	-6%	-2%	-7%	-15%	-4%	-6%	?	-12%
CCOc1ccc(OCC)c(Nc2cc(C)nc3nc(-c4ccco4)nn23)c1	-12%	-2%	7%	nt	7%	nt	nt	-2%
Cn1nnnc1SCc1ccccc1F	-5%	-1%	-2%	-23%	-15%	-9%[11.4 µM]	-4%	2%
COc1ccc(-c2ccc(C)cc2)cc1[C@H]1[C@H]2C=CC[C@@H](C)[C@@H]2C(=O)N1Cc1ccccc1	4%	0%	1%	2%	7%	nt	nt	17%
O=C(NC1=NN(c2ccccc2)CC1)Nc1ccccc1F	?	0%	4%	6%	-2%	-8%	?	?
COc1ccc(OC)c(-n2nnnc2SCC(=O)Nc2ccccc2N2CCOCC2)c1	-6%	-1%	5%	9%	-3%	3%	1%	-7%
CCOC(=O)c1sc(NC(=O)c2c(C)nn(Cc3ccccc3)c2C)cc1C	-17%	0%	11%	4%	-10%	-4%	?	?
CN(NC(=O)COc1ccccc1)c1ccccc1	-3%	0%	-3%	-1%	-1%	11%	8%	-1%
COc1ccc(C(=O)Nc2ccc(Cl)cc2C(=O)NCc2ccco2)cc1OC	?	2%	-14%	-7%	4%	-1%	?	?
CN1CCN(c2nc3c(S(=O)(=O)c4ccc(Br)cc4)nnn3c3ccsc23)CC1	-17%	-1%	8%	nt	-6%	nt	nt	-21%
Cc1cccc(C)c1NC(=O)CSc1nc(-c2cccs2)cc(C(F)(F)F)n1	6%	-18%	?	nt	-7%	nt	nt	-5%
N#CC1CN(Cc2ccccc2)CN(Cc2ccccc2)C1	-8%	1%	2%	-13%	2%	1%	7%	-15%
CCc1cc(C(=O)NCCN(C)C)cs1	-1%	-5%	4%	-14%	-3%	4%	-6%	5%
CN(C)c1nc(OCCOC(=O)c2ccccc2)nc(N(C)C)n1	-4%	-6%	1%	-6%	-5%	5%	7%	0%
CCCCCCCCC(=O)NNC(=O)c1c(O)c2ccccc2n(CCC)c1=O	-10%	1%	-8%	-2%	-4%	nt	8%	-10%
COCCNCCCCOc1ccc(Br)cc1C	4%	0%	2%	-6%	-5%	5%	-10%	6%
N=C1C(c2ccccc2)=C(O)CN1c1cccc(S(=O)(=O)N2CCOCC2)c1	0%	-2%	3%	-6%	4%	2%	nt	1%
COc1ccc(C)cc1S(=O)(=O)N1CCC(C(=O)NCCc2ccccc2)CC1	-2%	4%	1%	-5%	-3%	-9%	7%	-5%
CCc1ccccc1NC(=O)Cn1nc(CC)n2c(cc3sccc32)c1=O	0%	0%	-7%	nt	-5%	nt	nt	-4%
O=C(NCc1ccccc1)C(c1ccccc1)N(Cc1ccc2c(c1)OCO2)C(=O)Cc1cccs1 (stereo unspecified)	-2%	-11%	4%	9%	0%	?	?	-2%
COc1ccc(Cl)cc1NC(=O)CCc1ccccc1	-10%	0%	-3%	3%	8%	nt	-14%	-17%
CCN(CC)CCCNC(=O)Cc1csc2nc(-c3ccc(Cl)cc3)cn12	-11%	?	9%	nt	-10%	nt	nt	-29%
COc1ccc(CNC(=O)c2cccc(C)c2[N+](=O)[O-])cc1	-4%	-1%	-3%	-2%	-2%	7%	1%	-9%
